NS3 helicase inh: inhibitors of Hepatitis C virus NS3 helicase | AID 1800 | 290,000 compounds, 0.56% hits | inhibition, % at 10.9 µM | NS3 helicase DNA unwinding, Cy5 molecular beacon fluorescence;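 active = inhibition above the mean of all tested compounds plus 3 SD, set per campaign, cut at about 35% in these data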;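 note: 0% = DMSO wells and 100% = thioflavine S control wells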
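Assay system: hepatitis C virus NS3 helicase domain fragment enzyme. Also added: annealed dual-labelled DNA beacon duplex, ATP-started. Timing: 1 h reaction at 25 °C, ATP-initiated. Technique: Cy5 fluorescence at 0 and 60 min, beacon hairpin quenching. Evaluation: % inhibition of unwinding. Replication: one well per compound.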
VIM-2 inh: blocks Pseudomonas aeruginosa VIM-2 metallo-beta-lactamase. 290,000 compounds, 0.89% hits. inhibition, % at 5.6 µM. purified VIM-2, nitrocefin hydrolysis, epi-absorbance fluorescence;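 active = inhibition above the mean of all tested compounds plus 3 SD, cutoff set per screening run, cut at about 7.5% in these data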;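 note: red hydrolysis product quenches plate fluorescence so inhibitors raise well fluorescence; 0% = enzyme with DMSO and 100% = DMSO without enzyme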
IMP-1 inh: inhibitors of Pseudomonas aeruginosa IMP-1 metallo-beta-lactamase; 290,000 compounds, 0.45% hits; inhibition, % at 5.6 µM; AID 1556; purified IMP-1, nitrocefin hydrolysis, epi-absorbance fluorescence;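 active = inhibition above the mean plus 3 SD of all compounds in the same screening run, cut at about 4.5% in these data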;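 note: 0% = IMP-1 with DMSO and 100% = DMSO wells lacking enzyme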
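System: purified IMP-1 / Input: IMP-1 dispensed at 0.2 nM / Medium: 50 mM HEPES pH 7.1, 50 µM ZnSO4, 0.05% Brij 35 / Timing: 15 min enzyme–compound preincubation, then 25 min nitrocefin reaction, 25 °C / Technique: plate fluorescence quenching by hydrolysis product, ex 480/em 530 nm / Repeats: singlicate testing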
MEKK3 PB1 HTS: modulators (inhibitors or enhancers) of MEK5 binding to human MEKK3 PB1 domain; bead-based flow cytometry, Alexa488-MEK5 binding to MEKK3; actives lie on both sides; 0 = blocked by unlabeled MEK5, 100 = vehicle; 290,000 compounds, 1.4% hits; binding response (% of control), % at 10 µM; Q99759; AID 1529;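 active = binding response more than 3 SD above or below the average of its plate-row segment, actives on both sides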;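 note: Alexa488 bead fluorescence after subtracting the streptavidin-only scavenger bead signal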
SUMO HTRF inh: blocks human SUMOylation mediated by UBC9; inhibition, % at 35 µM; 290,000 compounds, 0.36% hits; HTRF SUMOylation assay, SAE1/SAE2 + UBC9, in vitro; P63279; in the data active = inhibition above about 50%, passing the limit was not always enough; note: strong numbers were not always called active
DNA FID counter: counter-screen for HCV NS3 helicase inhibitors: DNA intercalator displacement; DNA fluorescent intercalator displacement, fluorescence; inhibition, % at 7.9 µM; AID 1845; 290,000 compounds, 0.17% hits; in the data active = inhibition above about 37%;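 note: 0% = vehicle and 100% = reference compound; higher means more ethidium bromide displaced from hairpin DNA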
PHOSPHO1 block: inhibitors of human PHOSPHO1 phosphatase; AID 1565; recombinant PHOSPHO1, absorbance phosphatase assay; inhibition, % at 13.3 µM; 290,000 compounds, 1.1% hits; in the data active = inhibition above about 60%
pCIP destab: lowers stability of the mouse p/CIP coactivator protein. Q05BA5. F442A p/CIP-EGFP cells, EGFP fluorescence, 16 h. decrease of EGFP signal, % at 10 µM. 290,000 compounds, 0.01% hits. AID 1984;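 active = EGFP signal decrease of at least 30% at 10 µM or well 3 SD below plate mean, unless failing retest; inactive = the rest, including hits failing retest or dose response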; note: some compounds called inactive have numbers as strong as hits; many of its hits are not listed in these tables
IDE cell activ: activators of human insulin-degrading enzyme in cells; P14735; HEK cells, FAbeta-B cleavage, fluorescence polarization; 0% vehicle, 100% cell-free pure enzyme wells; activation, % at 5.96 µM; 340,000 compounds, 0.073% hits; AID 493087;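 active = activation above the mean of all tested compounds plus 3 SD, set per screening campaign, cut at about 17% in these data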
Numbers without * were called inactive.

What do the screens show for `O=C1c2ccccc2C(=O)N1S(=O)(=O)c1ccccc1`?
NS3 helicase inh: -3; VIM-2 inh: -0.8; IMP-1 inh: -2.6; MEKK3 PB1 HTS: 96; SUMO HTRF inh: 5; DNA FID counter: 2; PHOSPHO1 block: 23; pCIP destab: -1; IDE cell activ: 5

Results for COC(=O)c1sccc1NC(=S)N1CCCCC1C (stereo not given) ?
NS3 helicase inh: 0; VIM-2 inh: -1.9; IMP-1 inh: -2.5; MEKK3 PB1 HTS: 99; SUMO HTRF inh: 8; DNA FID counter: -2; PHOSPHO1 block: 15; pCIP destab: -1; IDE cell activ: -2

What do the screens show for `CC(C)c1nc2ccccc2c2nnc(SCC(=O)NCc3ccco3)n12`?
NS3 helicase inh: 12; VIM-2 inh: -3.0; IMP-1 inh: -3.1; MEKK3 PB1 HTS: 102; SUMO HTRF inh: 5; DNA FID counter: -3; PHOSPHO1 block: 52; pCIP destab: -8; IDE cell activ: -10

Results for O=C(Cn1nnc(-c2ccccc2)n1)Nc1ccccc1N1CCOCC1 ?
NS3 helicase inh: -8; VIM-2 inh: 0.5; IMP-1 inh: -2.6; MEKK3 PB1 HTS: 93; SUMO HTRF inh: -12; DNA FID counter: -18; PHOSPHO1 block: -4; pCIP destab: 3; IDE cell activ: 6

Results for COC(=O)C1=C(C(=O)OC)SC(=C2C(=S)C(C)(C)N(C(=O)C3CC3)c3ccccc32)S1 ?
NS3 helicase inh: 9; VIM-2 inh: 4.9; IMP-1 inh: -3.2; MEKK3 PB1 HTS: 92; SUMO HTRF inh: -18; DNA FID counter: -2; PHOSPHO1 block: 79*; pCIP destab: 1; IDE cell activ: 6

What do the screens show for `O=C(Nc1cccc(C(=O)N2CCOCC2)c1)c1ccccc1`?
NS3 helicase inh: 5; VIM-2 inh: -2.6; IMP-1 inh: -2.6; MEKK3 PB1 HTS: 97; SUMO HTRF inh: -8; DNA FID counter: -3; PHOSPHO1 block: 3; pCIP destab: -1; IDE cell activ: 4

What do the screens show for `ONC(=Nc1ccc(Cl)cc1)c1ccc(Cl)cc1`?
NS3 helicase inh: -1; VIM-2 inh: -1.4; IMP-1 inh: -1.1; MEKK3 PB1 HTS: 78; SUMO HTRF inh: -16; DNA FID counter: 1; PHOSPHO1 block: 22; pCIP destab: 6; IDE cell activ: 6

What do the screens show for `Cc1ccc(C(=O)NCCCNC(=O)c2ccco2)cn1`?
NS3 helicase inh: 8; VIM-2 inh: -4.0; IMP-1 inh: -4.0; MEKK3 PB1 HTS: 99; SUMO HTRF inh: 15; DNA FID counter: -5; PHOSPHO1 block: 24; pCIP destab: -2; IDE cell activ: -3

What do the screens show for `CCOc1ccc(-c2nnc3sc(COc4ccc(C)cc4)nn23)cc1`?
NS3 helicase inh: -7; VIM-2 inh: -2.1; IMP-1 inh: -3.4; MEKK3 PB1 HTS: 103; SUMO HTRF inh: 6; DNA FID counter: -6; PHOSPHO1 block: 51; pCIP destab: -15; IDE cell activ: 4

What do the screens show for `Clc1ccc(Cn2ncc3c(N4CCCCC4)ncnc32)c(Cl)c1`?
NS3 helicase inh: -10; VIM-2 inh: -1.3; IMP-1 inh: -2.7; MEKK3 PB1 HTS: 105; SUMO HTRF inh: -21; DNA FID counter: 0; PHOSPHO1 block: 26; pCIP destab: -33; IDE cell activ: -1

Results for CCCN1CCC(=O)N([C@H](CSc2ccc(C)cc2)Cc2ccccc2)CC1 ?
MEKK3 PB1 HTS: 99; SUMO HTRF inh: -12; PHOSPHO1 block: 22; pCIP destab: -6; IDE cell activ: -1

How did CCNC(=S)N(CCN(C)C)Cc1cc2cc(OCC)ccc2[nH]c1=O do in these assays?
NS3 helicase inh: -3; VIM-2 inh: 0.8; IMP-1 inh: 0.9; MEKK3 PB1 HTS: 106; SUMO HTRF inh: 12; DNA FID counter: 7; PHOSPHO1 block: 8; pCIP destab: -9; IDE cell activ: 4

What do the screens show for `CCNc1nc(NCC)nc(N/N=C/c2ccc(O)c(O)c2)n1`?
NS3 helicase inh: -9; VIM-2 inh: -5.5; IMP-1 inh: -6.1; MEKK3 PB1 HTS: 100; SUMO HTRF inh: 9; DNA FID counter: -8; PHOSPHO1 block: 24; pCIP destab: -10; IDE cell activ: 5

How did Cc1ccc2cc(CN(C(=O)c3ccco3)c3cccc(C)c3C)c(=O)[nH]c2c1 do in these assays?
NS3 helicase inh: -5; VIM-2 inh: -2.6; IMP-1 inh: -3.0; MEKK3 PB1 HTS: 100; SUMO HTRF inh: 5; DNA FID counter: -34; PHOSPHO1 block: -1; pCIP destab: -8; IDE cell activ: -7

What do the screens show for `O=C(O)C1Nc2ccc(Br)cc2C2C=CCC12` (stereo not given)?
NS3 helicase inh: 43*; VIM-2 inh: -0.5; IMP-1 inh: -3.2; MEKK3 PB1 HTS: 93; SUMO HTRF inh: 34; DNA FID counter: -12; pCIP destab: -3; IDE cell activ: 5

Results for Cc1nn(-c2ccccc2)c(C)c1P(=O)(c1ccccc1)N(C)C (stereo not given) ?
NS3 helicase inh: 0; VIM-2 inh: -2.1; IMP-1 inh: -4.3; MEKK3 PB1 HTS: 104; SUMO HTRF inh: 5; DNA FID counter: -16; PHOSPHO1 block: -5; pCIP destab: -1; IDE cell activ: 4

How did CC#CC(=O)N1CCC(CCc2ccccc2)(C(=O)OCC)CC1 do in these assays?
NS3 helicase inh: 8; VIM-2 inh: -1.2; IMP-1 inh: -1.5; MEKK3 PB1 HTS: 106; SUMO HTRF inh: 15; DNA FID counter: -27; PHOSPHO1 block: 46; pCIP destab: 1; IDE cell activ: 3

What do the screens show for `Cc1c(C(=O)Nc2nccs2)sc2nc(-c3cccs3)cc(C(F)(F)F)c12`?
NS3 helicase inh: 18; VIM-2 inh: -4.5; IMP-1 inh: -3.1; MEKK3 PB1 HTS: 89; SUMO HTRF inh: 4; DNA FID counter: -6; PHOSPHO1 block: 37; pCIP destab: -6; IDE cell activ: 6

What do the screens show for `Cc1nn(C(=O)c2cc([N+](=O)[O-])ccc2Cl)c(C)c1Br`?
NS3 helicase inh: 26; VIM-2 inh: 0.1; IMP-1 inh: 3.0; MEKK3 PB1 HTS: 97; SUMO HTRF inh: -14; DNA FID counter: -3; PHOSPHO1 block: 26; pCIP destab: -1; IDE cell activ: -2

Results for COc1cccc(-n2c(Cc3cc(=O)[nH]c(=O)[nH]3)nnc2SCC(=O)N2CCC(C)CC2)c1 ?
NS3 helicase inh: -2; VIM-2 inh: -1.7; IMP-1 inh: -4.3; SUMO HTRF inh: -3; DNA FID counter: -10; PHOSPHO1 block: -6; pCIP destab: -8; IDE cell activ: -2

The last 2 records of the part before lead into the next:
What do the screens show for `Cc1nn(C(=O)c2cc([N+](=O)[O-])ccc2Cl)c(C)c1Br`?
NS3 helicase inh: 26; VIM-2 inh: 0.1; IMP-1 inh: 3.0; MEKK3 PB1 HTS: 97; SUMO HTRF inh: -14; DNA FID counter: -3; PHOSPHO1 block: 26; pCIP destab: -1; IDE cell activ: -2

Results for COc1cccc(-n2c(Cc3cc(=O)[nH]c(=O)[nH]3)nnc2SCC(=O)N2CCC(C)CC2)c1 ?
NS3 helicase inh: -2; VIM-2 inh: -1.7; IMP-1 inh: -4.3; SUMO HTRF inh: -3; DNA FID counter: -10; PHOSPHO1 block: -6; pCIP destab: -8; IDE cell activ: -2

What do the screens show for `Cc1cc([N+](=O)[O-])nn1CCCC(=O)Nc1cccnc1Cl`?
NS3 helicase inh: 2; VIM-2 inh: -2.6; IMP-1 inh: -4.0; MEKK3 PB1 HTS: 98; SUMO HTRF inh: 13; DNA FID counter: -3; PHOSPHO1 block: 24; pCIP destab: 6; IDE cell activ: 0

How did Cc1ncc(CC(=O)n2cc(C(=O)c3cc(Cl)ccc3O)cn2)s1 do in these assays?
NS3 helicase inh: 7; VIM-2 inh: -6.7; IMP-1 inh: -3.2; MEKK3 PB1 HTS: 109; SUMO HTRF inh: 18; DNA FID counter: -7; PHOSPHO1 block: -2; pCIP destab: 0; IDE cell activ: -3

Results for Fc1cccc(CNCc2ccc3c(c2)OCO3)c1 ?
NS3 helicase inh: 7; VIM-2 inh: -1.3; IMP-1 inh: -2.9; MEKK3 PB1 HTS: 109; SUMO HTRF inh: 8; DNA FID counter: -1; PHOSPHO1 block: 14; pCIP destab: -3; IDE cell activ: 4

Results for Cc1ccc(S(=O)(=O)N2CCC(=O)N(CCOC(=O)Nc3ccc(F)cc3)CC2)cc1 ?
NS3 helicase inh: 20; VIM-2 inh: -0.2; IMP-1 inh: -0.7; MEKK3 PB1 HTS: 103; SUMO HTRF inh: 0; DNA FID counter: -28; PHOSPHO1 block: -6; pCIP destab: 9; IDE cell activ: -2

How did Cc1cc(=O)oc(C)c1C(=O)NC1CC(C)(C)NC(C)(C)C1 do in these assays?
NS3 helicase inh: 2; VIM-2 inh: -1.8; IMP-1 inh: -4.4; MEKK3 PB1 HTS: 95; SUMO HTRF inh: -12; DNA FID counter: 0; PHOSPHO1 block: 22; pCIP destab: -21; IDE cell activ: 0

Results for O=C(CN1CCOCC1)NNC(=S)Nc1ccc(Cl)cc1 ?
NS3 helicase inh: 4; VIM-2 inh: -5.4; IMP-1 inh: -4.5; MEKK3 PB1 HTS: 101; SUMO HTRF inh: 9; DNA FID counter: -1; PHOSPHO1 block: -21; pCIP destab: -12; IDE cell activ: 0

What do the screens show for `Cc1ccc(CN(C(=O)c2c(F)cccc2F)C2CC(C)(C)NC(C)(C)C2)o1`?
NS3 helicase inh: -8; VIM-2 inh: -3.5; IMP-1 inh: -2.9; SUMO HTRF inh: 15; DNA FID counter: 7; PHOSPHO1 block: -8; pCIP destab: 4; IDE cell activ: 9

Results for NNC(=O)CCN1CCN(Cc2ccccc2)CC1 ?
NS3 helicase inh: 13; VIM-2 inh: -3.5; IMP-1 inh: -1.8; MEKK3 PB1 HTS: 101; SUMO HTRF inh: 16; DNA FID counter: -1; PHOSPHO1 block: 13; pCIP destab: 3; IDE cell activ: -1

What do the screens show for `CCNC(=O)Nc1ccccc1C(=O)OC`?
NS3 helicase inh: -1; VIM-2 inh: -2.1; IMP-1 inh: 0.0; MEKK3 PB1 HTS: 98; SUMO HTRF inh: 6; DNA FID counter: 5; PHOSPHO1 block: 50; pCIP destab: 11; IDE cell activ: 2

Results for Cc1cc(Cl)c(S(=O)(=O)NCc2cccnc2)cc1OCC(=O)NC1CCCCC1 ?
NS3 helicase inh: 0; VIM-2 inh: -3.2; IMP-1 inh: -0.8; MEKK3 PB1 HTS: 102; SUMO HTRF inh: 17; DNA FID counter: -27; PHOSPHO1 block: 4; pCIP destab: -1; IDE cell activ: -3

Results for O=c1c2ccccc2nc(/C=C/c2ccccc2)n1CCCO ?
NS3 helicase inh: 4; VIM-2 inh: -2.0; IMP-1 inh: -4.1; MEKK3 PB1 HTS: 107; SUMO HTRF inh: 4; DNA FID counter: -21; PHOSPHO1 block: 38; pCIP destab: -19; IDE cell activ: 1

What do the screens show for `CCc1cc(-c2n[nH]c(=S)n2N)n(C)n1`?
NS3 helicase inh: 2; VIM-2 inh: -7.1; IMP-1 inh: -5.5; MEKK3 PB1 HTS: 99; SUMO HTRF inh: -7; DNA FID counter: 2; PHOSPHO1 block: -76; pCIP destab: 3; IDE cell activ: -3

Compound activity as filed in PubChem.

Not all compounds are listed; the hit share may differ from the screen's.
